ZTA DNA inh – counter-screen for EBNA-1 inhibitors: inhibitors of Epstein-Barr virus ZTA | P03206 | ZTA-DNA binding, fluorescence polarization | inhibition, % at 11 µM | 320,000 tested, 0.15% active; in the data active = inhibition above about 33%
Target sequence (P03206 whole entry, looked up): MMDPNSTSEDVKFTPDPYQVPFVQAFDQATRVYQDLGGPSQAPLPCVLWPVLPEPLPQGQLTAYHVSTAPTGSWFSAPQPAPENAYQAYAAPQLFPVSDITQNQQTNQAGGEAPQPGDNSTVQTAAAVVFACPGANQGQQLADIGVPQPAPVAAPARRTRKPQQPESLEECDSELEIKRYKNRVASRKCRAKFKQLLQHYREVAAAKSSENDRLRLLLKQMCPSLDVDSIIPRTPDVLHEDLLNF
LYPLA2 counter – blocks human lysophospholipase 2, a PME1 counter-screen; recombinant LYPLA2, FP-Rh probe fluorescence polarization; AID 2177; 320,000 tested, 0.38% active; inhibition, % at 5.9 µM; O95372;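 active = inhibition above the screen-wide mean plus 3 SD, limit set per campaign, cut at about 26% in these data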;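 also: 0% = LYPLA2 with DMSO and 100% = wells lacking LYPLA2 enzyme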
EBNA-1 inhibitor – blocks EBNA-1 binding to DNA; EBNA-1 DNA binding, fluorescence polarization; 300,000 tested, 0.34% active; inhibition, % at 14.8 µM; AID 1950; in the data active = inhibition above about 28%
PREPL inhibitor – human PREPL enzyme inhibition. Q4J6C6. recombinant PREPL, fluorescence polarization activity-based probe. inhibition, % at 5.96 µM. 320,000 tested, 0.68% active. AID 2751; in the data active = inhibition above about 43%;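 also: 0% = enzyme with DMSO and 100% = wells lacking enzyme; many of its hits are not listed in these tables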
Target sequence (Q4J6C6 whole entry, looked up): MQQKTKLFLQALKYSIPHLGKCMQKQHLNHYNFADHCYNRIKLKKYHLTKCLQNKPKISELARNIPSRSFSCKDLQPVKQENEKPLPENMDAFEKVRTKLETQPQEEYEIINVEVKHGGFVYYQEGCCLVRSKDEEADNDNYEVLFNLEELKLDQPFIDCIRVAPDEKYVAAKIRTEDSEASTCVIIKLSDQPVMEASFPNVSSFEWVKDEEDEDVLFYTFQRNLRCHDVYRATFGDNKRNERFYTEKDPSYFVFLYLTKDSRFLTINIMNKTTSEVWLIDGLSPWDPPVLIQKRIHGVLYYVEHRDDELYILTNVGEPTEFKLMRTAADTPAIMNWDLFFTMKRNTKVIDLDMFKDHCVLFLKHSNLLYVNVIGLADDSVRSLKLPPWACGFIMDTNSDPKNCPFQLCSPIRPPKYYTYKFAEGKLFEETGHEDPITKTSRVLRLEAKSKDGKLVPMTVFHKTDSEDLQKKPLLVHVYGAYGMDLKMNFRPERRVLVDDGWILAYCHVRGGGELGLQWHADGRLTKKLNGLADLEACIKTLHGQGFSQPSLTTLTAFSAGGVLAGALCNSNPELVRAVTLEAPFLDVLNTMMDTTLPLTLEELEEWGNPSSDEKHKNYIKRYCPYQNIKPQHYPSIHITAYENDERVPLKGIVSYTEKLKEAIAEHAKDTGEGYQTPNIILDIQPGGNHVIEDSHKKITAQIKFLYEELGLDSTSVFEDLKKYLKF
PAD4 FP inh – PAD4 (human) enzyme inhibition | inhibition, % at 6.36 µM | recombinant PAD4, RCA probe fluorescence polarization | Q9UM07 | 330,000 tested, 0.41% active;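 active = percent inhibition above a cutoff equal to the mean of all tested compounds plus 3 SD, cut at about 15% in these data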;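 also: 0% = PAD4 with RCA probe and DMSO and 100% = probe without PAD4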
LYPLA1 inh – blocks human lysophospholipase 1, a PME1 counter-screen; inhibition, % at 5.9 µM; AID 2174; recombinant LYPLA1, FP-Rh probe fluorescence polarization; 320,000 tested, 0.16% active;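 active = inhibition above the mean of all tested compounds plus 3 SD, set per campaign, cut at about 14% in these data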;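 also: inhibitors block serine hydrolase probe labeling of LYPLA1 so polarization falls; 0% = enzyme with DMSO and 100% = wells lacking LYPLA1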
PAFAH2 inh – PAFAH2 (human) inhibition; recombinant PAFAH2, FP-rhodamine activity probe, fluorescence polarization; Q99487; 340,000 tested, 0.99% active; inhibition, % at 3.39 µM;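 active = inhibition above the mean over all tested compounds plus 3 SD, cut at about 30% in these data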;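 also: inhibitors block probe labeling of enzyme so polarization drops; 0% = enzyme with DMSO and 100% = wells lacking PAFAH2 protein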
PAFAH1B3 FP inh – blocks human PAF acetylhydrolase 1B catalytic subunit 3 | Q15102 | recombinant PAFAH1B3, FP-rhodamine probe, fluorescence polarization | inhibition, % at 3.39 µM | 340,000 tested, 0.28% active;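 active = inhibition above the screen-wide average of all tested compounds plus 3 SD, cut at about 25% in these data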;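 also: 0% = enzyme with DMSO only and 100% = wells lacking PAFAH1B3 protein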
GSTO1 counter – counter-screen for RBBP9 inhibitors: inhibitors of human GSTO1; P78417; recombinant GSTO1, activity-based probe fluorescence polarization; inhibition, % at 5.96 µM; 300,000 tested, 1.1% active;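 active = inhibition above the campaign mean inhibition plus 3 SD, cut at about 35% in these data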;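 also: 0% = GSTO1-1 with DMSO and 100% = wells lacking GSTO1-1 enzyme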
Active calls of the source: *; / = no result given.

SMILES	ZTA DNA inh	LYPLA2 counter	EBNA-1 inhibitor	PREPL inhibitor	PAD4 FP inh	LYPLA1 inh	PAFAH2 inh	PAFAH1B3 FP inh	GSTO1 counter
CCn1c(C)nc2cc(S(N)(=O)=O)ccc21	1	-2	9	-1	4	4	3	7	-7
CC(C)Oc1ccc(S(=O)(=O)N2CCCCC2)cc1NC(=O)C1CCC1	-7	0	-11	-1	-5	-1	2	0	0
C=CCNC(=O)CSc1nc2sc3c(c2c(=O)n1CCCOC)CCC3	-7	0	-5	4	0	-1	0	-3	-1
O=CN1CCN(C(=O)c2ccc([N+](=O)[O-])cc2)CC1	4	-1	7	-6	-7	-2	-6	4	4
O=c1[nH]c2ccsc2c(=O)n1-c1ccc(F)cc1	-10	4	0	21	-1	0	1	2	4
CCCc1cc(C(=O)N2CCCN(C)CC2)cs1	4	4	-1	1	-3	5	-5	3	-2
Cc1ccc(C)c(S(=O)(=O)NCc2cccnc2)c1	-15	2	-10	10	-4	-2	-9	1	-2
COCCCN=Cc1c(C)[nH]n(-c2ccc(Br)c(C)c2)c1=O	5	6	6	9	7	6	-15	11	-3
Cc1ccc(-n2nnnc2Sc2nc([N+](=O)[O-])nn2C)cc1C	0	7	6	19	-1	0	-2	4	18
C/C(=N\NC(=O)c1ccn(C)n1)c1ccco1	-3	4	0	1	-3	-4	-5	2	9
COCc1cc(=O)[nH]c(SCC(=O)N2CCOCC2)n1	4	-4	16	-2	0	0	3	13	-1
O=C(NCCCN1CCN(c2ccccc2F)CC1)C1CCC(=O)N1C1CCCC1 (configuration not stated)	4	-3	9	17	2	-6	3	10	1
COc1cc(/C=C/c2ccc3c(Br)cc(Br)c(O)c3n2)ccc1O	22	-6	1	18	1	-7	6	22	9
CC(C)C[C@@H]1NC(=O)[C@H](C(C)C)NC(=O)c2cc([N+](=O)[O-])cc(I)c2OCC[C@@H](C(N)=O)NC1=O	-37	-5	-1	1	-3	-3	7	5	-26
CC(=O)Nc1ccc(S(=O)(=O)N2CCN(CC(=O)N3CCOCC3)CC2)cc1	-2	0	-4	6	1	1	/	/	-5
CC(=O)Nc1ccc(-c2csc(NC(=O)CCNC(=O)c3ccco3)n2)cc1	/	/	/	13	-1	/	3	8	/
O=C(O)Cc1ccc(NC(=O)c2ccc(NC(=O)c3ccco3)cc2)cc1	-6	-1	-4	10	3	-3	2	2	-5
c1ccc(-n2nnnc2-c2cccnc2)cc1	18	-6	4	-2	1	-1	5	3	4
COC(=O)N1N=C(c2ccc(Br)cc2)CC1(O)C(F)(F)F (configuration not stated)	15	6	15	7	-2	2	2	-1	0
CCN1CCN(c2ccc(S(=O)(=O)N3CCCCC3)cc2NC(=O)c2ccccc2)CC1	-6	1	-5	-7	-2	3	6	-1	7
CCOc1ccccc1C1CC(=O)NC2=C1C(=O)CCC2 (configuration not stated)	-5	-1	3	-2	7	1	-5	-1	-3
COc1ccc(OC)c(-n2c(SCC(=O)NCc3ccco3)nnc2-c2c[nH]c3ccccc23)c1	7	-2	-1	-3	0	0	7	1	-1
CCOC(=O)c1cc(-c2ccc(F)cc2)n(CC(=O)NCc2ccccn2)c1C	4	-3	11	7	-4	1	3	-2	6
CCCC(=O)Nc1nnc(SCC(=O)Nc2ccc3c(c2)OCCO3)s1	4	6	0	-6	-4	2	4	7	-1
Cc1cc(NC(=O)CCC(=O)N(Cc2ccc(F)cc2)C(C(=O)NC2CCCC2)c2ccco2)no1 (configuration not stated)	-10	-4	-1	5	5	-4	0	2	14
CC(C)CSc1nc2ccccc2n1CC(N)=O	-2	5	6	2	-1	-1	1	13	2
CCN(CC)C(=O)CSc1ccc(C(F)(F)F)cc1[N+](=O)[O-]	6	1	10	9	1	-3	-1	2	-2
O=C(NCc1ccco1)c1csc2c1CCCCC2	-14	2	2	15	-2	1	3	10	3
COc1ccc(C2CC(c3ccccc3OC(C)=O)=NN2C(=O)/C=C/c2ccccc2)cc1 (configuration not stated)	6	-6	6	5	5	-9	-6	-1	-5
O=C1NCCN1CCNS(=O)(=O)c1ccc(F)cc1	-17	8	-10	-9	4	1	1	14	2
COc1ccccc1C(=O)COC(=O)c1c(-c2ccccc2)noc1C	8	5	-6	-1	-4	1	-8	3	-14
CCc1ccc(-c2cc(C)no2)cc1S(=O)(=O)NCCc1ccc(OC)c(OC)c1	-11	5	5	9	3	-2	-8	9	-9
CCOc1ccc(C(=O)NNC(=O)CNC(=O)c2ccc(C)s2)cc1OC	7	-5	/	2	-7	1	4	9	/
COc1ccc(C2=CC(c3ccc(C)cc3)n3nnnc3N2)cc1 (configuration not stated)	0	12	-3	-57	0	4	1	0	0
COc1ccc(N2CCN(c3ccc(N)cc3C#N)CC2)cc1	7	5	2	19	-1	-2	1	2	4
O=C(Cc1cccs1)Nc1ccc(-c2nnn(CC(=O)N3CCOCC3)n2)cc1	17	7	9	5	2	-3	/	/	13
CCc1ccc(O)c(N=Cc2cccc(C)c2O)c1	7	4	-13	0	-14	0	6	6	24
CCOC(=O)[C@H]1[C@H]2COc3ccc(C)cc3[C@@H]2N2C(=O)CN(Cc3ccc(OC)cc3)C(=O)[C@@]12C	-1	3	/	-1	-4	-2	1	1	/
N#CCCN(C(=O)COC(=O)c1ccc(CNS(=O)(=O)c2ccc(F)c(Cl)c2)cc1)c1ccc(F)cc1	-1	4	-3	10	-3	2	9	4	-4
O=C1CC(O)(C(F)(F)F)Oc2c1ccc1ccccc21 (configuration not stated)	-7	7	3	-5	0	0	6	6	32

Filtered by structure: those above with a nitro group on carbon
SMILES	ZTA DNA inh	LYPLA2 counter	EBNA-1 inhibitor	PREPL inhibitor	PAD4 FP inh	LYPLA1 inh	PAFAH2 inh	PAFAH1B3 FP inh	GSTO1 counter
O=CN1CCN(C(=O)c2ccc([N+](=O)[O-])cc2)CC1	4	-1	7	-6	-7	-2	-6	4	4
Cc1ccc(-n2nnnc2Sc2nc([N+](=O)[O-])nn2C)cc1C	0	7	6	19	-1	0	-2	4	18
CC(C)C[C@@H]1NC(=O)[C@H](C(C)C)NC(=O)c2cc([N+](=O)[O-])cc(I)c2OCC[C@@H](C(N)=O)NC1=O	-37	-5	-1	1	-3	-3	7	5	-26
CCN(CC)C(=O)CSc1ccc(C(F)(F)F)cc1[N+](=O)[O-]	6	1	10	9	1	-3	-1	2	-2

(listing goes on)
SMILES	ZTA DNA inh	LYPLA2 counter	EBNA-1 inhibitor	PREPL inhibitor	PAD4 FP inh	LYPLA1 inh	PAFAH2 inh	PAFAH1B3 FP inh	GSTO1 counter
COc1ccccc1NS(=O)(=O)c1cc(NC(=O)C(C)(C)C)ccc1N1CCOCC1	7	2	6	0	-1	0	-2	3	-9
CN(CC(=O)N1CCN(c2ccccn2)CC1)S(=O)(=O)c1ccccc1	-16	-3	-6	14	0	0	6	1	3
Cc1cc(O)c2c(c1)C(=O)c1cc(O)cc(O)c1C2=O	5	19	0	16	-10	10	10	20	34
CCC(C)NCCOCCSc1ccc(Cl)cc1 (configuration not stated)	5	4	9	14	0	6	-9	1	1
Clc1ccc(CN2CCCCCC2)cc1Cl	-1	-5	3	-5	-5	-1	1	1	0
O=C(O)COCC(=O)N1CCN(C2c3ccccc3-c3ccccc32)CC1	-1	-13	2	-75	0	-2	5	-1	-2
O=C1CCCC2=C1C(c1ccsc1)CC(=O)N2c1ccccc1 (configuration not stated)	-8	-2	6	2	0	0	5	5	4
COc1ccc(C(=O)C2CCCN(S(=O)(=O)C(C)C)C2)c(C)c1 (configuration not stated)	-13	7	-1	-6	1	0	-1	0	4
Cc1cccc(-c2noc(CCCC(=O)NC3CCCC3)n2)c1	-5	2	4	3	-15	0	2	2	4
COc1ccccc1N1CCN(/N=C/c2cccc(OC)c2OC)CC1	-9	4	-12	9	-35	4	-4	-2	1
CS(=O)(=O)N(CC(=O)NC1CCCCCC1)Cc1ccc(Cl)cc1	-6	1	6	14	5	0	-2	10	-2
CCC(CC)c1nnc(NC(=O)c2ccco2)s1	-5	-4	-2	-3	3	-4	2	2	1
O=C(COC(=O)COc1ccc(Br)cc1)NCc1ccc2c(c1)OCO2	/	/	/	6	-5	/	-2	11	/
CC1=CC(C)C2C(=O)N(O)C(=O)C2C1 (configuration not stated)	7	3	6	0	4	-1	0	9	2
CCC(C)[C@H](NC(=O)[C@H](Cc1ccccc1)n1c(=O)[nH]c2ccccc2c1=O)C(=O)N1CCC[C@@H]1C(=O)O (some centres not stated)	-8	1	14	14	-1	2	6	5	2
O=C(Nc1ccc(Cl)cc1Cl)NC1CCCC1	-28	1	-8	7	-10	-2	-7	5	-3
CCc1cc2c(=O)n(Cc3ccco3)c(SCC(=O)N(C)C3CCS(=O)(=O)C3)nc2s1 (configuration not stated)	-5	2	-7	-3	1	0	6	4	-9
O=C(OCc1cc(=O)n2ccsc2n1)c1ccccc1O	/	/	/	8	5	/	3	2	/
CCc1sc(C(=O)NCc2ccccc2)cc1C	6	0	-2	-4	-2	-3	-1	-4	4
C=CCNC(=S)N/N=C/c1ccc(OCc2ccccc2)cc1	12	-1	10	6	1	1	1	5	-3
COc1ccc(CCNc2c([N+](=O)[O-])c(=O)oc3ccccc23)cc1OC	-9	7	-12	10	-1	2	0	3	-5
O=C1C2C3C=CC(C3=C(c3ccccc3)c3ccccc3)C2C(=O)N1Cc1ccccc1 (configuration not stated)	-6	-5	9	-6	-4	-1	6	0	-3
COC(=O)N/N=C/c1ccc(-c2cccc(Cl)c2)o1	-1	0	5	-5	0	5	-2	-4	-3
COc1ccc(Cl)cc1C(=O)NCC(C)C	2	5	1	-1	1	2	5	-2	-3
O=C(COc1ccccc1Cl)Nc1nnc(S(=O)(=O)N2CCCCCC2)s1	-12	5	2	5	5	0	12	4	-47
Cc1ccccc1CS(=O)(=O)c1cn(CC(=O)N2CCC(C)CC2)c2ccccc12	1	-4	-6	-2	3	-5	-3	-4	-1
CCOC(=O)[C@@H]1[C@H]2COc3ccc(Br)cc3[C@@H]2N2C(=O)N(c3ccccc3)C(=O)[C@@]12C	3	-4	0	-22	0	-1	5	1	10
CCCc1nc2c(=O)n(C)c(=O)[nH]c2n1C	11	6	14	6	2	4	-3	2	-2
COc1ccccc1N1CC(C(=O)Nc2ccc(S(=O)(=O)N3CCOCC3)cc2)CC1=O (configuration not stated)	1	3	3	-8	-2	0	2	-10	-1
CCN1CCCC1CNC(=O)c1cc2c(C)nc3ccccc3c2o1 (configuration not stated)	2	-2	9	3	-1	-6	-4	0	-5
O=C(c1ccco1)N1CCN(C(c2ccc(Cl)cc2)c2nnnn2CC2CCCO2)CC1 (configuration not stated)	2	3	-2	-6	-5	-4	8	0	5
CN(C)C1=NCCN1CCCC1CCCC1	6	1	3	8	-1	0	-1	1	4
CC(C)OP(=O)(c1ccc(N(C)C)cc1)C(O)c1ccc(C(C)C)cc1 (configuration not stated)	2	-6	2	-5	0	1	-2	7	4
O=C(Nc1ccccc1C(=O)NCc1cccnc1)c1ccccc1Cl	14	-1	16	1	1	-2	3	4	-7
O=C(OCC(=O)N1CCOCC1)c1ccccc1OCc1ccccc1Cl	/	/	/	18	-3	/	0	6	/
CCOC(=O)C1=C(N)Oc2c(oc(CO)cc2=O)C1c1ccc(F)cc1 (configuration not stated)	-7	-1	-2	-5	2	3	-10	4	8
COc1cc(C(C)=O)ccc1OCC(=O)NCC(c1ccc(F)cc1)N1CCOCC1 (configuration not stated)	/	/	/	8	-1	/	8	2	/
CN(C)CCCNC(=O)/C=C/c1ccc2c(c1)OCO2	-13	-10	-2	-4	1	0	-2	7	0
COc1cccc(CNC(=O)CCS(=O)(=O)c2cccc3nonc23)c1	-12	-3	-2	6	-2	1	6	-1	-9
CCn1c(=S)[nH]c2cc(C(=O)OC)ccc2c1=O	11	10	-16	8	-6	3	-6	4	-1

Some of the compounds tested; count on the stated rates, not on these rows.
